High-throughput results as filed in PubChem.
HttQ103 aggreg = qHTS Multiplex Assay to Identify Dual Action Probes in a Cell Model of Huntington: Aggregate Formation (GFP); PC12 HttQ103-GFP aggregates, Acumen cytometry, 40 h; Potency, µM (top dose mostly 46.1 µM), for the others: top-dose activity change, negative = inhibition, usual class: inhibitors; actives 1.1% (n = 220,000); further: on the % scale 0 is the no-effect control and ±100 the full control effect; nearly all actives have a fitted effect of over 60% in size
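Read-out: GFP aggregate count by laser scanning cytometer (488 nm excitation, 500-530 nm emission, 1–25 µm objects >6 SD above background). Cells: PC12, inducible HTTex1-Q103-GFP, 100 nM tebufenozide; compounds titrated.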
GoLoco inh red = qHTS Assay for Inhibitors of RGS12 GoLoco Motif Activity (Red Fluorophore); Guanine nucleotide-binding protein G(i) subunit alpha-1 (Homo sapiens), P63096; Gai1:RGS12 GoLoco peptide FP, rhodamine, 10 min; Potency, µM (highest dose often 61.6 µM), inactives show at the highest dose activity, negative = inhibition, actives largely listed as inhibitors; actives 0.44% (n = 230,000); AID 880, 2007; active means well fitted inhibition curve with a large enough effect, not every such curve was filed as active; inactive means no such curve, though single readings can be large or run the other way; further: on the % scale 0 is the no-effect control and ±100 the full control effect; nearly all actives have a fitted effect of over 30% in size; many of its hits are not listed in these tables
Target sequence (P63096 whole entry, looked up): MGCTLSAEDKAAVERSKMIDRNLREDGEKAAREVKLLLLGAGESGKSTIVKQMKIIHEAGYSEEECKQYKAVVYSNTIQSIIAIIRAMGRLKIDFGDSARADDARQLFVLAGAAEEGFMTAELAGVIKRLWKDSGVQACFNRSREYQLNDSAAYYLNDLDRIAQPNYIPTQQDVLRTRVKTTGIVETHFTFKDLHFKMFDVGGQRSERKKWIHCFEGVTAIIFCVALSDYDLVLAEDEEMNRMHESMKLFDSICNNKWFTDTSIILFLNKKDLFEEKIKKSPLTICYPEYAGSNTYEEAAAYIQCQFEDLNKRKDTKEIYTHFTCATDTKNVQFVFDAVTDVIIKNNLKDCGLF
aGlu spleen mod = qHTS Assay for Inhibitors and Activators of Human alpha-Glucosidase From Spleen Homogenate; Lysosomal alpha-glucosidase (Homo sapiens), P10253; Potency, µM (doses to about 79.9 µM), without a hit: at the highest dose activity change, negative = inhibition, actives largely listed as inhibitors; AID 2112, 2009; human spleen homogenate, 4-MU-alpha-glucoside fluorescence; actives 0.006% (n = 240,000);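 further: 0% = enzyme with vehicle and -100% = no enzyme basal signal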
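Enzyme source: human spleen homogenate, 1 ug/well. Buffer 50 mM citric acid/K phosphate pH 5.0, 0.01% Tween-20. 4-MU-alpha-glucoside 1 mM; 37 C x 40 min; NaOH/glycine stop; fluorescence.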
IMPase Li inh = qHTS Assay for Identifying the Cell-Membrane Permeable IMPase Inhibitors: Potentiation with Lithium; CHO-M1 cells, IP1 TR-FRET (IP-One), carbachol + lithium; Potency, µM (titrated, usually from 59.4 µM), inactives show top-dose activity, negative = IMPase inhibition, actives largely listed as inhibitors; actives 0.35% (n = 210,000); AID 1457, 2008;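 further: IP1 builds up when IMPase is blocked and the TR-FRET signal falls; plate controls were basal vehicle for no effect and high inhibitor control for full effect; nearly all actives have a fitted effect of over 50% in size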
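CHO-M1, 2000 cells/well, 16–30 h culture; cpd + low Li+, 30 min 37C; lysis with d2-IP1/Eu-anti-IP1 Ab, 10 min RT; TR-FRET 665/620 ratio and 620 channel; AC50 via Hill.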
HTT cytoprotect = qHTS Multiplex Assay to Identify Dual Action Probes in a Cell Model of Huntington: Cytoprotection (ATP); PC12 HTT-Q103 induced, cytoprotection, ATP luminescence, 40 h; Potency, µM (highest dose often 56.4 µM), without a hit: cytoprotection (ATP increase), most hits filed as activators; actives 0.14% (n = 230,000);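 further: % of control where 0% means no effect; nearly all actives have a fitted effect of over 45% in size; toxic huntingtin expression switched on by the ecdysone agonist tebufenozide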
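Huntington model: PC12 line, ecdysone-inducible HTTQ103 exon1–GFP, tebufenozide 100 nM. Test articles in a dose series. Endpoint luminescence from cellular ATP.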
GAA inh = qHTS Assay for Inhibitors of Human alpha-Glucosidase as a Potential Chaperone Treatment of Pompe Disease; Lysosomal alpha-glucosidase (Homo sapiens), P10253; purified human GAA, 4-MU-alpha-glucoside fluorescence; Potency, µM (highest dose often 76.9 µM), without a hit: at the top dose activity change, negative = inhibition, actives largely listed as inhibitors; actives 0.005% (n = 200,000);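 further: plate controls were uninhibited enzyme wells for no effect and no-enzyme background for full effect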
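Enzyme (4 nM final) mixed with compound (up to 77 uM), then 4-MU-alpha-D-pyranoside (400 uM final) added; 20 min at room temperature, pH 5.0. Reaction stopped at pH 10, fluorescence read, AC50 derived by Hill fit.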
GAA glycogen = qHTS Assay for Inhibitors and Activators of Human alpha-Glucosidase Cleavage of Glycogen; Lysosomal alpha-glucosidase (Homo sapiens), P10253; recombinant GAA, glycogen substrate, Amplex Red glucose oxidase fluorescence; Potency, µM (doses to about 76.4 µM), inactives show top-dose activity change, negative = inhibition, actives largely listed as inhibitors; actives 0.38% (n = 300,000); AID 2100, 2009;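 further: 0% = full enzyme reaction and -100% = no-enzyme basal signal; the screen sought inhibitors and activators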
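Recombinant enzyme (4 nM final) with compounds titrated up to 77 uM and bovine liver glycogen (30 ug) in citrate pH 5.0, 0.01% Tween-20, 37 C 40 min. Released glucose detected by Amplex Red/glucose oxidase (Ex 573/Em 610); AC50 from Hill fits.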
Numbers without * were called inactive; ? = inconclusive; / = not tested or not shown; & = joins results of further samples; [ ] = dose if it differs, or a comment. Unless noted, the call rests on the fitted dose curve; in most records, active means well fitted curve in the direction sought with a large enough effect; inconclusive means small, poorly fitted or top-dose-only effect, or another doubt; inactive means no such curve, though single readings can be large; an effect the other way counts as inactive or inconclusive. Potency means the concentration at half of the fitted maximal effect. Not all compounds are listed. The share of hits here may be higher or lower than overall.

molecule | HttQ103 aggreg | GoLoco inh red | aGlu spleen mod | IMPase Li inh | HTT cytoprotect | GAA inh | GAA glycogen
CN1CCN(S(=O)(=O)c2ccc(Sc3nc4ccccc4[nH]3)c3nsnc23)CC1 | 25% | 3% | 1% | 5%[38.3 µM] | 20% | -7% | 6%
O=C1c2ccccc2NC(c2ccc(Cl)cc2Cl)N1Cc1ccccc1 (centres undefined) | ? | -8% | -8% | 30%[38.3 µM] | 36%[10 µM] | 4% | 20%
CN(CCc1nc2ccc(Cl)cc2[nH]1)Cc1nc(CC2CC2)no1 | -5%[9.22 µM] | 12% | -4% | 6% | -5%[10 µM] | -2% | -10%
COc1ccc(C(=O)NC2CCN(C(=S)Nc3ccc(C)c(C)c3)CC2)cc1 | 8% | -4% | -3% | 5% | 9%[10 µM] | 3% | -9%
O=C(NCCO[N+](=O)[O-])c1cccnc1 | 1% | -19%&2% | 3%&9% | 9% | -17% | -12%[15.4 µM] | 1%
Cn1c(=O)c2[nH]c(NCC3CCCO3)nc2n(-c2ccccc2)c1=O (centres undefined) | 4% | 9% | -2% | 14%[38.3 µM] | 13%[0.074 µM] | -3% | ?
Cc1ccc2c(c1)N(CC(=O)N1CCCc3ccccc31)C(=O)CO2 | 14% | 5% | -4% | -11%[38.3 µM] | -14% | -5% | 2%
Cc1cc(C)c(OCC(=O)Nc2nnc(-c3ccco3)o2)c(C)c1 | 19% | 15% | -7% | 6% | -11%[10 µM] | -4% | 2%
COc1c(OC(C)=O)ccc(/C=C/c2ccc3cccc(OC)c3n2)c1[N+](=O)[O-] | 15% | -3% | -3% | 14% | -7%[10 µM] | -5% | 2%
C[N+](C)(CCCCCC[N+](C)(C)CCCN1C(=O)c2ccccc2C1=O)CCCN1C(=O)c2ccccc2C1=O | / | 0%&9% | 3%&6% | 13%&8% | -14%&-2% | / | /
COc1cc(SC#N)ccc1N=Cc1c(C)[nH]n(-c2ccc(Cl)cc2)c1=O | 27% | -1% | 1% | 14%[38.3 µM] | -8% | -12% | 5%
CC[N+]1(C)CCC(=C2c3ccccc3CC(=O)c3sccc32)CC1 (centres undefined) | 17% | -2% | 4% | 11%[38.3 µM] | -1% | -7% | -2%
O=S(=O)(Nc1ccc(N2CCOCC2)cc1)c1ccc2ccccc2c1 | -32% | 12% | -13% | 10%[38.3 µM] | 3%[10 µM] | -4% | 24%
O=C(Nc1ccc(-c2ccc3nncn3n2)cc1)c1ccc(Br)o1 | -12% | 12% | -1% | -23% | -19% | -6% | 5%
Cc1cccc(C(=O)N[C@H](C(=O)OCC(=O)NC2CCS(=O)(=O)C2)C(C)C)c1 (some centres undefined) | 21% | 9% | -14% | -3% | 1%[10 µM] | 1% | 5%
O=[N+]([O-])c1cccc2ccc(/C=C/c3ccc(C(F)(F)F)cc3)nc12 | 6% | 1% | -2% | 14% | -10%[10 µM] | 9% | -15%
COc1ccc(C(=O)CSc2nnc(CN3CCCCC3)n2-c2ccc(F)cc2)cc1OC | 2% | 15% | -8% | 4% | -15%[10 µM] | ? | -3%
Cc1cc(C)n2nc(C(=O)OCCOc3cccc(Br)c3)nc2n1 | -6% | 4% | 5% | -9%[38.3 µM] | -6%[10 µM] | 3% | 1%
CN(/N=C/c1cc(Cl)cc(Cl)c1O)C(=S)NC(C)(C)C | 4%[9.22 µM] | 9% | 1% | / | -3%[10 µM] | -2% | 1%
Cc1ccc(S(=O)(=O)NNC(=O)c2cccs2)c(C)c1 | -3% | -1% | -9% | -10% | / | 2% | -24%
O=C(CSc1nnc(-c2ccccc2)n1-c1ccccc1)N1c2ccccc2Sc2ccccc21 | 2% | -4% | 2% | 17% | 3%[10 µM] | 6% | 11%
COc1cccc(Nc2nc(N)nc(-c3oc4ccccc4c3C)n2)c1 | -29% | 7% | -2% | 13%[38.3 µM] | -86%[inhibitor] | -6% | -10%
O=C(c1cc(-c2ccc(O)cc2)on1)N1CCCc2ccccc21 | -2% | -7% | 1% | 4%[38.3 µM] | -13% | -4%[15.4 µM] | -5%
COc1cccc(OC)c1C(=O)Nc1nc(COc2ccccc2)cs1 | -14% | 1% | -18% | 2% | -38%[inhibitor] | 3% | 3%
Cn1c(=O)c2cc(S(=O)(=O)N3CCN(c4cccc(C(F)(F)F)c4)CC3)ccc2n(C)c1=O | -7%[9.22 µM] | 3% | -6% | 2%[38.3 µM] | -10% | 0% | 3%
Cc1c(Br)c([N+](=O)[O-])nn1CC(=O)NCc1ccccn1 | 12% | -17% | -7% | 3%[38.3 µM] | 4% | -5% | 0%
CN(/C=C/C(=C/C=[N+](C)c1ccccc1)OCCCS(=O)(=O)[O-])c1ccccc1 | -5% | -1% | 4% | 1% | -8% | 0% | 6%
CC(C)Oc1ccc(C(=O)NCC(=O)OCC(=O)N(C)Cc2cccs2)cc1 | 5% | 6% | 4% | 1% | -34%[inhibitor] | ? | -3%
Nc1ccc(/C=C/c2ccc3ncccc3c2)cc1 | 12%[9.22 µM] | -8% | 3% | / | 5%[10 µM] | / | -4%
CC(C(=O)Nc1ccccc1-c1ccccc1)N1CCN(Cc2ccccc2)CC1 (centres undefined) | 17% | -3% | 0% | 15% | -51%[inhibitor] | -4% | 1%
C/C(=N\Nc1ccc(C(=O)O)cc1)c1ccc(Br)cc1 | 7%[9.22 µM] | 12% | 11% | / | 8%[10 µM] | -14% | ?
CN1CCC2(CC1)C1CN(C)CC=C1C(C#N)=C(N)C2(C#N)C#N (centres undefined) | 2%&11% | -65%&-55% | 8%&-3% | -7%[38.3 µM] | -4% | ? | ?
COc1ccc(OC)c(-c2c3cc(O)c(=O)cc-3oc3cc(O)c(O)cc23)c1 | 5µM* | 10µM* | 5% | 26% | / | 9% | -5%
N#C/C(=C/c1cccn1-c1cccc(C(=O)O)c1)c1ccc(Cl)cc1 | 3% | 11% | -2% | 1% | 19%[10 µM] | -6% | 22%
CCNc1nc(SCC(=O)OC)nc(N2CCOCC2)n1 | 7% | -7% | -3% | -3%[38.3 µM] | -8% | 3% | 1%
O=C(COC(=O)/C=C/c1ccccc1Cl)NCc1ccco1 | -4% | 10% | 3% | -5% | -24% | -5% | -6%
CCN(CC(=O)N1CCc2ccccc2C1)S(=O)(=O)c1ccc2ccccc2c1 | -17% | -6% | -6% | 33%[38.3 µM] | 8% | -13% | -13%
N#CCC(=O)N/N=C/c1cn(Cc2ccc3ccccc3c2)c2ccccc12 | -12%[9.22 µM] | 13% | -3% | / | -1%[10 µM] | -2%[15.4 µM] | 4%
CN(CC(=O)N1CCN(c2ccccn2)CC1)S(=O)(=O)c1ccc(Br)cc1 | 3% | 3% | 3% | 3%[38.3 µM] | -2%[0.074 µM] | -1% | -5%
COc1ncccc1-c1nnn(-c2ccc(C)cc2)n1 | -9%[9.22 µM] | 0% | 2% | -5% | -13%[10 µM] | / | -9%
CCN(CC)CCNC(=O)/C(=C\c1cccn1C)NC(=O)c1cccs1 | 21% | 9% | -15% | -5% | 14%[10 µM] | -12% | 2%
NC(=O)NC(=O)CSc1nc2sc(-c3ccccc3)cc2c(=O)n1-c1ccccc1 | 11% | -3% | -4% | 1% | / | -4% | 12%
CC1CCCCN1C(=O)c1ccc(C(=O)N2CCCCC2C)cc1 (centres undefined) | 3% | -2% | -4% | 0%[38.3 µM] | 11% | ? | 16%
Cc1ccc(NC(=O)c2ccc(S(=O)(=O)NCC3CCCO3)cc2)cc1C (centres undefined) | 1%[9.22 µM] | 2% | -9% | 2% | 4%[10 µM] | -2% | -4%
O=C(CSc1ccc(Cl)cc1)N1CCN(c2c(Cl)cccc2[N+](=O)[O-])CC1 | ? | 14% | -1% | 19%[38.3 µM] | -41%[inhibitor] | -31% | -4%
CCCCNC(=O)c1ccc2c(=O)n(CCCOCC)c(=S)[nH]c2c1 | 5% | -5% | -11% | -24%[38.3 µM] | 0% | 0% | -3%
Cc1c(Cl)cnc(NC(=O)COC(=O)c2cc3c(s2)CCC(C)C3)c1Cl (centres undefined) | -11% | / | -5% | / | 16%[10 µM] | 1% | 11%
Cc1cc(N2CCCN(C)CC2)nc2cc(Cl)ccc12 | -11% | 3% | -2% | 6%[38.3 µM] | -25% | 2% | 1%
CCn1cc(C(=O)NCCCN2CCN(C)CC2)c(=O)c2cc(S(=O)(=O)N3CCc4ccccc4C3)ccc21 | -13% | 5% | 8% | 13% | -15% | 1% | -3%
CCCn1c(SCC(=O)NCc2ccccc2)n[nH]c1=O | 7% | 0% | / | -1% | -33%[inhibitor] | -2% | -6%
Cc1ccc(C(=O)Nc2cc(Cl)ccc2N2CCCCC2)s1 | -1% | 34%[activator] | 0% | 20%[38.3 µM] | -17%[10 µM] | -7% | 0%
Cc1ccc(Cn2c(-c3nonc3N)nc3ccccc32)cc1 | -3% | 8% | 9% | 6%[38.3 µM] | 2%[10 µM] | -3% | 6%
CNC(=S)N1N=C(c2ccc(OC)cc2)CC1c1ccccc1Cl (centres undefined) | -16%[9.22 µM] | 2% | 2% | / | 6%[10 µM] | / | -2%
CCOC(=O)C(=O)c1c(-c2ccc(C)cc2)nc2ccccn12 | 0% | -2% | -5% | 7% | -32% | -5% | -10%
COc1ccc(/C(N)=N/OC(=O)CSc2ccc(C)cc2)cc1 | -29% | 0% | -2% | 31%[activator][38.3 µM] | 7%[10 µM] | -10% | 4%
O=C(COC(=O)Cc1ccc(Cl)cc1)Nc1cc(S(=O)(=O)N2CCOCC2)ccc1N1CCCC1 | -7% | 42%[activator] | -8% | 1% | 24%[10 µM] | ? | -3%
CCOC(=O)c1sc(N)c(C(=O)Nc2ccccc2OC)c1C | ? | -23% | 1% | 6% | -97%[inhibitor] | ? | -4%

For convenience, part of the list above.
molecule | HttQ103 aggreg | GoLoco inh red | aGlu spleen mod | IMPase Li inh | HTT cytoprotect | GAA inh | GAA glycogen
Cc1c(Cl)cnc(NC(=O)COC(=O)c2cc3c(s2)CCC(C)C3)c1Cl (centres undefined) | -11% | / | -5% | / | 16%[10 µM] | 1% | 11%
Cc1cc(N2CCCN(C)CC2)nc2cc(Cl)ccc12 | -11% | 3% | -2% | 6%[38.3 µM] | -25% | 2% | 1%
